aSyn rescue – inhibitors of alpha-synuclein toxicity in yeast. Yeast expressing alpha-synuclein, growth rescue, BacTiter-Glo, 24 h. Potency, µM (series often up to 46.1 µM), without a hit: at the highest dose growth rescue (activation), most hits filed as activators. 370,000 compounds, 0.14% hits. AID 652106; also: potency is read from the fitted curve at half-maximal effect; % of control where 0% means no effect; nearly all actives have a fitted effect of over 65% in size
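Galactose-induced alpha-syn yeast (OD600=0.02, raffinose-pregrown) + pinned cpd, 24 hr, 30 deg C; growth by BacTiter-Glo luminescence. Growth restoration scores as activation.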
HEK293 tox – cytotoxic in the GLP-1 receptor inverse agonist counter-screen; 410,000 compounds, 0.13% hits; HEK293 cAMP-luciferase reporter cells, luminescence, 24 h; Potency, µM (top dose mostly 38.3 µM), without a hit: top-dose activity change, negative = inhibition, most hits filed as inhibitors;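 also: loss of luciferase light is scored as toxicity; potency is read from the fitted curve at half-maximal effect; % is scaled to controls: 0 for no effect and ±100 for the full control effect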
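Luminescence readout: signal drop marks cytotoxicity. Plated cells grew 12 h at 37 °C, 5% CO2, received 23 nL compound for 24 h, then got luciferase reagent, read after 12 min at RT.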
KB-V1 cytotox – KB-V1 MDR subline cytotoxicity; KB-V1 MDR cells viability, CellTiter-Glo, 72 h; Potency, µM (titrated, usually from 46.1 µM), for the others: at the top dose activity change, negative = cytotoxicity, most hits filed as cytotoxic; 400,000 compounds, 3.4% hits; AID 1347076; also: potency is read from the fitted curve at half-maximal effect; % is scaled to controls: 0 for no effect and ±100 for the full control effect; nearly all actives have a fitted effect of over 60% in size
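Drug-selected KB-V1 cells, grown in DMEM lacking phenol red with 10% FBS, receive compound titrations; after three days at 37 degrees C, surviving cell ATP is quantified by CellTiter-Glo luminescence and responses normalized and curve-fitted.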
GLP1R ag – agonists of human GLP-1 receptor; HEK293 GLP-1R CRE-luciferase, luminescence, 4-6 h; cells express a hypersensitive GLP-1R form; Potency, µM (series often up to 45.6 µM), without a hit: at the highest dose activation, usual class: activators; 380,000 compounds, 0.007% hits; also: potency is read from the fitted curve at half-maximal effect; % of control where 0% means no effect
Target sequence (P43220 whole entry, looked up): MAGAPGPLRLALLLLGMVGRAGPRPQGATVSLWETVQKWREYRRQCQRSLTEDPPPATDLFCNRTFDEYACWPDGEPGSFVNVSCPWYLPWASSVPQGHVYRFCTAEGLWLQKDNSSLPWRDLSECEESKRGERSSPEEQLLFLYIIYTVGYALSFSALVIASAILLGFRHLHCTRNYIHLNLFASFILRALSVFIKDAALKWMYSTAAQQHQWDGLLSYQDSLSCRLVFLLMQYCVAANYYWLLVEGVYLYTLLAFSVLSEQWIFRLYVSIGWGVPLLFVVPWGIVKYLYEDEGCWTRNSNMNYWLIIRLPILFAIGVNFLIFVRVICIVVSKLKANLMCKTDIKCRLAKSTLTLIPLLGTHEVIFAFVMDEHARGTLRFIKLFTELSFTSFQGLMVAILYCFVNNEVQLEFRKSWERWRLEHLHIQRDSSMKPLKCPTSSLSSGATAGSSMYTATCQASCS
PTHR1 agonist – PTHR1 (human) receptor agonism. Q03431. HEK293 GP2 PTHR1 cells, GloSensor cAMP luminescence, 1 h. Potency, µM (series often up to 115 µM), for inactives: at the top dose activation, usual class: activators. 410,000 compounds, 0.075% hits. AID 743266; also: potency is read from the fitted curve at half-maximal effect; nearly all actives have a fitted effect of over 55% in size; some results filed as inactive show a strong effect at the top dose; inactives centre near -15; many of its hits are not listed in these tables
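HEK-293-derived GP2 cells expressing PTHR1 and a GloSensor cAMP reporter, 3,000/well, plated overnight, given luciferin plus IBMX (each 0.5 mM as added) for 1 h at 37 °C, then compound for 1 h at 37 °C. Luminescence was read after 15 min at room temperature.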
D3 ag – activates the human D3 dopamine receptor; P35462; D3R DiscoveRx beta-arrestin cells, luminescence, 90 min; max activation, %; 410,000 compounds, 0.58% hits; AID 652048; in the data active = max activation above about 30%; also: 0% is about no effect; mostly tested at two doses, the higher about 12 µM
Target sequence (P35462 whole entry, looked up): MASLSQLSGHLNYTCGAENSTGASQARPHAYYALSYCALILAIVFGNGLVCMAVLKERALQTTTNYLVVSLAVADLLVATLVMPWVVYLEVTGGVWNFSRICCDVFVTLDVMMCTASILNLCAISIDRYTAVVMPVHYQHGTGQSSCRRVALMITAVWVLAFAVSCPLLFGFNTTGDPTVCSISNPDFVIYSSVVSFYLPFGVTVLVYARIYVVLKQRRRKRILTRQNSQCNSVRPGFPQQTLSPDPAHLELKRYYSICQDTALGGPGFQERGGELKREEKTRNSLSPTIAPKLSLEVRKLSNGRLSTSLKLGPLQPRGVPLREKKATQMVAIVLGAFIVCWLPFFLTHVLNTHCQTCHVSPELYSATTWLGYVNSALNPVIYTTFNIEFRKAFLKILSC
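Agonist mode: compounds and dopamine controls were applied to plated cells for 90 min at 37 degrees C after an overnight attachment at 1500 cells/well. Luminescent read-out followed 30 - 60 minutes at room temperature with DiscoveRx detection reagent.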
TDP-43 yeast inh – rescues yeast growth from TDP-43 toxicity; Potency, µM (top dose mostly 46.1 µM), for inactives: at the top dose growth rescue (activation), usual class: activators; TDP-43 expressing yeast growth rescue, BacTiter-Glo, 24 h; AID 652104; 410,000 compounds, 1.8% hits; also: potency is read from the fitted curve at half-maximal effect; % of control where 0% means no effect; nearly all actives have a fitted effect of over 50% in size
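Readout is BacTiter-Glo luminescence of cell growth, so inhibitors register as activators. TDP-43-expressing yeast at OD600=0.02 in galactose medium, after raffinose pregrowth to mid-log, were incubated with compound for 24 hr at 30 deg C.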
GLP-1R inv ag – inverse agonists of human GLP-1 receptor. HEK293 GLP-1R CRE-luciferase, luminescence, 24 h; GLP-1R form is constitutively active. Potency, µM (series often up to 38.3 µM), without a hit: at the top dose activity change, negative = inhibition, actives largely listed as inhibitors. 410,000 compounds, 1.6% hits. AID 624417; also: potency is read from the fitted curve at half-maximal effect; % is scaled to controls: 0 for no effect and ±100 for the full control effect; nearly all actives have a fitted effect of over 55% in size
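Luminescence readout: a drop in cAMP-driven luciferase signal flags inverse agonism at a constitutively active GLP-1R stably expressed in HEK293. Compound exposure lasted 24 hr at 37 deg C, 5% CO2.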
D3 antag – D3 dopamine receptor (human) antagonism | D3R cells, DiscoveRx beta-arrestin luminescence, antagonist mode; hits give low values | P35462 | max response, negative = inhibition, % | 360,000 compounds, 2.5% hits; in the data active = max response below about -50%; inconclusive = no clear call, values can overlap the other calls; also: % is scaled to controls: 0 for no effect and ±100 for the full control effect; mostly tested at two doses, the higher about 12 µM
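Cells plated overnight at 1500 cells/well, then exposed to library compounds with dopamine controls for 90 minutes at 37 degrees C. DiscoveRx reagent added for 30–60 minutes at room temperature; luminescence read, quantitative HTS format.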
* marks the source's active call; other numbers are inactive results; i = inactive; ? = inconclusive; / = no result given; [ ] = another dose, or the depositor's remark. Unless noted, calls follow the shape of the dose curve; as a rule, active = well fitted curve in the direction sought with a large enough effect; inconclusive = small, poorly fitted or top-dose-only effect, or another doubt; inactive = no such curve, though single readings can be large; an effect the other way counts as inactive or inconclusive. Not all compounds are listed (hit frequency here may not be typical).

The line under a structure holds: aSyn rescue | HEK293 tox | KB-V1 cytotox | GLP1R ag | PTHR1 agonist | D3 ag | TDP-43 yeast inh | GLP-1R inv ag | D3 antag
COCCNC(=O)C1CCCN(Cc2ccc(C(C)C)cc2)CC1 (stereo not drawn)
  -8% | 0% | 1% | 0% | i | 0 | 5% | ? | 7
N/C(=N\OC(=O)c1cccs1)c1ccccc1
  -63%[inhibitor] | ? | 10% | 0% | -34% | 11 | -9%[0.397 µM] | ? | 10
COc1cc(C(=O)OC(C)CN2CCCCC2)cc(OC)c1OC (stereo not drawn)
  -2% | 16% | 2% | -1% | -2% | -16 | 2% | -14% | -10
O=C(NCc1ccccc1)C(=O)Nc1nc(-c2ccccc2)cs1
  0% | 5% | -19% | -1% | i | 5 | 22% | -13% | -2
NC(c1csc(Nc2cc(Oc3ccccc3)ncn2)n1)c1ccccc1Cl (stereo not drawn)
  -5% | 19% | ? | 19% | 14% | 4 | -3% | ? | -19
CCC(C)(C)n1nnnc1C(c1ccc(C)cc1)N1CCSCC1 (stereo not drawn)
  2% | -8% | -24% | 3% | -5%[57.5 µM] | -9 | -6% | ? | 0
COc1ccccc1OCCNc1ccc(S(=O)(=O)N2CCCC2)cn1
  0% | -12% | 7% | 8% | i | 3 | 0% | -2% | 12
COc1cc(OC)c2ccc(=O)oc2c1
  12% | -2% | -12% | 2% | i | -10 | 9% | 11% | -15
CC(C)N1CCC(N2CCN(Cc3cnc(-c4ccccc4)s3)CC2CCO)CC1 (stereo not drawn)
  3% | 2% | -1% | 8% | -12% | 4 | -18% | ? | 2
CCC(C)N(C(=O)CSc1nc(-c2cccs2)nc2ccccc12)C1CCS(=O)(=O)C1 (stereo not drawn)
  23% | ? | 1.5µM* | -3% | i | -7 | 6% | ? | 31
O=C(/C=C/c1ccc2ccccc2n1)N1CCN(S(=O)(=O)c2ccccc2F)CC1
  0% | -11% | -7% | -2% | -92%[inhibitor] | -1 | ? | ? | -5
Cc1ccc(NC2CC(=O)N(Cc3ccccc3)C2=O)cc1 (stereo not drawn)
  23% | 6% | 7% | 21% | -20%[57.5 µM] | -1 | 21% | 0% | 14
COC(=O)c1cc(C)sc1NC(=S)N1CCN(CCc2ccccc2)CC1
  -1% | -4%[0.307 µM] | -17% | -11% | i | -3 | 6% | 1%[0.307 µM] | 4
Cc1ccc(N=Nc2ccc(O)c(P(=O)(c3ccccc3)c3ccccc3)c2)cc1
  -2% | -7% | -23% | -2% | i | -8 | -9% | 6% | -29
CC1C(c2ccccc2)N(C)CCC12NC(=O)NC2=O (stereo not drawn)
  1% | 6% | -6% | 6% | i | -3 | -8% | 0% | 19
CCCn1c(=O)n(C)c(=O)c2c(SCC(=O)Nc3cc(C)on3)nc(C(C)(C)C)nc21
  -14% | -22% | -61% | 9% | -21% | 1 | -7% | ? | 36
COc1ccc(C2C3=C(CCCC3=O)Nc3nc(C(F)(F)F)nn32)cc1OC (stereo not drawn)
  -1% | -13% | 9% | -6% | i | 4 | 0% | 0% | 16
CCCCCn1c(SCC(=O)c2ccccc2)nc2cc(C(=O)NCC3CCCO3)ccc2c1=O (stereo not drawn)
  0% | 0% | -9% | 0% | -25% | -1 | -1% | 1% | 2
CCCCCCCNC(=O)C1(CC2CC(c3cccc(Br)c3)=NO2)CCNCC1 (stereo not drawn)
  -41%[inhibitor] | 7% | ? | 5% | -1% | 13 | -5% | ? | 10
Cc1ccc(NC(=O)CCNC(=O)N2CC(=O)Nc3ccccc32)cc1Cl
  9% | -24% | ? | -2% | -7% | -3 | 12% | -5% | -4
COc1ccc(NC(=O)Nc2ccc3c(c2)C(=O)N([C@@H](C)CO)C[C@@H](C)[C@@H](CN(C)S(=O)(=O)c2cn(C)cn2)O3)cc1
  1% | 0% | -8% | -2% | 3% | -4 | 2% | 9% | 0
C/C(=N\N1C(=O)CSC1=S)c1ccc(Br)cc1
  1% | 3% | 6% | -2% | -15% | 4 | -2% | -6% | 0
CCCN1CCN(C(=S)NCc2ccc(Cl)cc2)CC1
  -2% | 1% | -10% | 1% | i | -8 | -14% | ? | -5
COc1cccc(OC)c1C(=O)Nc1nc(-c2ccccc2)cs1
  0% | -8% | 7% | 14% | -19% | -6 | 16% | 41%[activator] | -5
c1ccc(OCCn2cnc3ccccc32)cc1
  -7% | 10% | -8% | -10% | -15% | -4 | -17% | 0% | 34
COc1ccc(C2=NOC(Cn3nc(C(=O)NCc4ccco4)cc3-c3ccccc3)C2)cc1 (stereo not drawn)
  11% | 4% | ? | 9% | i | 6 | ? | ? | 59
CC(C)Oc1ccc(/C(O)=C2/C(=O)C(=O)N(Cc3cccnc3)C2c2ccco2)cc1 (stereo not drawn)
  -4% | 7% | 14% | 1% | i | 3 | ? | 8% | 5
Cc1cccc(N2CC(C(=O)Nc3ccc(S(=O)(=O)N4CCOCC4)cc3)CC2=O)c1 (stereo not drawn)
  -2% | -3% | -8% | 2% | i | 0 | 3% | -24% | 9
O=C(COc1ccc2c3c(c(=O)oc2c1)CCC3)NCc1ccncc1
  -2% | 0% | 3% | -2% | i | -1 | 1% | 13% | 5
O=C(CC1CCCCC1)NCc1cn2ccsc2n1
  2% | -3% | 2% | -6% | -5%[57.5 µM] | -8 | -1% | 0% | -15
CCN(CC)c1ccc(-c2nc(-c3ccccn3)no2)cc1[N+](=O)[O-]
  / | 1% | -27% | / | -53%[inhibitor] | 8 | 18% | ? | /
O=C(Nc1cccc(C(F)(F)F)c1)c1ccc2snnc2c1
  -7% | -10% | 0% | -7% | i | -3 | 9% | 7% | /
O=C(Cn1c(=O)nc(-c2ccccc2F)c2cc(Cl)ccc21)NCCCc1ccccc1
  / | -4% | 0% | -1% | -2% | 7 | 18% | -24% | /
O=C(NCCNC(=O)c1ccc(-c2cc(Cl)ccc2Cl)o1)c1cnccn1
  12% | 4% | ? | 0% | i | 4 | 18% | 8% | 15
COc1cccc(C2C(C(=O)c3cccs3)=C(O)C(=O)N2CCN2CCOCC2)c1OC (stereo not drawn)
  -5% | -14% | 0% | 0% | i | 3 | -17% | 17% | 7
O=C(COC(=O)Cc1c(F)cccc1Cl)NNC(=O)c1ccccc1
  1% | 3% | -8% | -5% | i | -2 | 3% | 6% | 4
C/C(=N\Nc1ccc2nncn2n1)c1ccc(Br)s1
  -3% | -5% | -9% | 14% | -22% | -2 | 0% | 24% | 6
COc1ccc([C@H]2N[C@]3(CCCN(CC4CCCCC4)C3=O)[C@H]3C(=O)N(C)C(=O)[C@@H]23)cc1
  -6% | -9% | -23% | -1% | i | -4 | 0% | -1% | -3
Cc1ccccc1C(=O)NCC(c1ccc(N(C)C)cc1)N1CCCC1 (stereo not drawn)
  / | -5% | 4% | / | -22% | 1 | 19% | 8% | /
CC12CCC(C(=O)N(CSC(=S)N/N=C\c3ccccc3)C1=O)C2(C)C (stereo not drawn)
  21% | -3% | -2% | -4% | -2%[57.5 µM] | 5 | ? | ? | -69*
CCn1cc(Br)c(C(=O)Nc2ccccc2C(=O)OC)n1
  -1% | 23% | 2% | 32% | 1% | -5 | 3% | -7% | 2

An excerpt of the results above:
The line under a structure holds: aSyn rescue | HEK293 tox | KB-V1 cytotox | GLP1R ag | PTHR1 agonist | D3 ag | TDP-43 yeast inh | GLP-1R inv ag | D3 antag
O=C(NCCNC(=O)c1ccc(-c2cc(Cl)ccc2Cl)o1)c1cnccn1
  12% | 4% | ? | 0% | i | 4 | 18% | 8% | 15
COc1cccc(C2C(C(=O)c3cccs3)=C(O)C(=O)N2CCN2CCOCC2)c1OC (stereo not drawn)
  -5% | -14% | 0% | 0% | i | 3 | -17% | 17% | 7
O=C(COC(=O)Cc1c(F)cccc1Cl)NNC(=O)c1ccccc1
  1% | 3% | -8% | -5% | i | -2 | 3% | 6% | 4
C/C(=N\Nc1ccc2nncn2n1)c1ccc(Br)s1
  -3% | -5% | -9% | 14% | -22% | -2 | 0% | 24% | 6
COc1ccc([C@H]2N[C@]3(CCCN(CC4CCCCC4)C3=O)[C@H]3C(=O)N(C)C(=O)[C@@H]23)cc1
  -6% | -9% | -23% | -1% | i | -4 | 0% | -1% | -3
Cc1ccccc1C(=O)NCC(c1ccc(N(C)C)cc1)N1CCCC1 (stereo not drawn)
  / | -5% | 4% | / | -22% | 1 | 19% | 8% | /
CC12CCC(C(=O)N(CSC(=S)N/N=C\c3ccccc3)C1=O)C2(C)C (stereo not drawn)
  21% | -3% | -2% | -4% | -2%[57.5 µM] | 5 | ? | ? | -69*
